MMP13 inhibition: human MMP13 inhibition, fluorescence-interfering compounds – biochemical, possible fluorescent artifacts, delta fluorescence, confirmation (AID 734); MMP13 fTHP FRET cleavage, delta fluorescence 4 h; hits give high values; inhibition, %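 (each compound tested at 4 µM nominal in triplicate)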; 5,100 tested, under 10 active;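 active = inhibition above the mean inhibition over all tested compounds plus 3 SD, cut at about 75% in these data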;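 also: 0% = DMSO only wells and 100% = 8 µM reference MMP13 inhibitor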
The depositor's hits bear a star. These rows are one share of the data; the hit share may differ from the screen's.

MMP13 inhibition | SMILES
-15 | Nc1c(C(=O)NCCN2CCOCC2)c2nc3ccccc3nc2n1-c1ccccc1
5 | COC(=O)c1[nH]c2ccc(Cl)cc2c1NC(=O)C1CC1
14 | CC(C)c1nc2oc3c(=O)[nH]cnc3c2c2c1CCC2
-13 | Nc1c(C(=O)NCCN2CCOCC2)c2nc3ccccc3nc2n1CCc1ccccc1
4 | COc1ccc(OC)c2[nH]c(=O)c(CCNC(=O)COc3ccccc3)cc12
2 | COc1cccc(C2C3CN(C)CC=C3C(C#N)=C(N)C2(C#N)C#N)c1OC (stereo unspecified)
8 | COc1ccccc1-c1cc(C(F)(F)F)nc(S(=O)(=O)CCCC(=O)Nc2cc(C)on2)n1
2 | COc1cc2cc(C(=O)O)n(C)c2c(OC)c1OC
4 | CC(C)CNc1nc(Oc2ccc(=O)n(C)n2)nc(N2CCOCC2)n1
-2 | COc1ccc2c3c(c(=O)oc2c1OCC(N)=O)CCCC3
-2 | COc1ccc2nc(Nc3nc(C)c(C(C)=O)s3)sc2c1
3 | Nc1ccc2oc(=O)c3ccccc3c2c1
2 | Cc1cc2nc(-c3ccc(SCC(=O)N4CCN(C(=O)c5ccco5)CC4)nc3)[nH]c2cc1C
2 | COc1ccc(-c2cc(C(F)(F)F)nc(SCC(=O)Nc3cc(C)on3)n2)cc1
8 | CCOC(=O)N1CCN(C(=O)c2ccc3nc4ccc(Cl)cc4c(=O)n3c2)CC1
26 | CN(C)c1ccc2c(O)cc(=O)n(C)c2c1
-43 | COCCNc1oc(-c2ccc(Cl)cc2)nc1C#N
7 | N#Cc1nc(-c2ccco2)oc1NCCCn1ccnc1
16 | CCCc1cc(N2CCCC2)n2nc(C)c(-c3ccccc3)c2n1
12 | COc1cc(OC)cc(-c2cc3nc4c(c(N5CCN(c6ncccn6)CC5)n3n2)CCCC4)c1
-42 | Cn1c(C(=O)NCCC2=CCCCC2)cc2c(=O)n3ccccc3nc21
11 | Cc1oc2cc(O)ccc2c(=O)c1-c1cnn(-c2ccccc2)c1
4 | O=c1c(-c2ccc(F)cc2)coc2cc(O)ccc12
9 | CN(C)CCNC(=O)c1cc2ccccc2oc1=O
-9 | OCCCc1nc2n(n1)C(c1cccs1)C=C(c1ccccc1)N2 (stereo unspecified)
-1 | CCOC(=O)CCCNC(=O)COc1ccccc1C#N
1 | COc1ccc(-c2nc(C#N)c(NCc3ccc(F)cc3)o2)cc1OC
4 | Cc1c(C(=O)Nc2ccc3oc(-c4cccnc4)nc3c2)oc2ccccc12
6 | Cc1c(C(=O)NCc2ccoc2)oc2ccc3c(c12)C(=O)CC(C)(C)O3
10 | c1ccc(CC2CCN(c3nc4ccccc4n4nnnc34)CC2)cc1

Continuation.
MMP13 inhibition | SMILES
3 | COc1ccc(S(=O)(=O)Nc2cc(C(=O)NCCC(C)C)ccc2N2CCOCC2)cc1
1 | COC(=O)c1nc(-c2ccc(C)cc2)oc1N(C)C
11 | O=C(NCc1ccco1)c1cnn2c(C(F)(F)F)cc(-c3cccs3)nc12
5 | O=C(O)CCCC(=O)N1CCN(c2nc(-c3ccccc3)c3ccccc3n2)CC1
7 | CCOC(=O)c1[nH]c2ccc(OC)cc2c1NC(=O)CCN1CCc2ccccc2C1
4 | CCc1nc2ccccc2n1Cc1ccccc1OC
6 | Nc1nnc(-c2ccccc2Cl)s1
10 | CCOC(=O)N1CCN(C(=O)c2cc3c(=O)[nH]c4ccccc4c3s2)CC1
-38 | C=CCn1c(=N)c(C(=O)NCCCOC)cc2c(=O)n3cccc(C)c3nc21
1 | COC(=O)c1ccc2c(c1)N(C)CCS2
3 | CCOC(=O)C1CCN(S(=O)(=O)c2cccc(-c3cn4cccc(C)c4n3)c2)CC1
5 | Nc1c(C(=O)NCCN2CCOCC2)c2nc3ccccc3nc2n1CCc1ccccc1F
8 | COC(=O)c1ccc(CSc2nc(C(F)(F)F)c3c(c2C#N)CCC3)o1
-2 | O=c1c2ccccc2nc2n1CCN2
0 | Cc1cc(C)c2nc(-c3ccccn3)cc(C(=O)NCc3ccco3)c2c1
6 | CCOC(=O)c1cnc2nc(COc3ccccc3)[nH]n2c1=O
3 | COC(=O)CSc1nc(-c2ccccc2)cc(-c2ccco2)c1C#N
-2 | CCc1nc(-c2ccc(-c3ccc(OC)cc3)nc2OC)no1
1 | COc1cccc(-c2nc(CC(=O)O)cs2)c1OC
4 | Cc1nc(Nc2ccncc2)c2oc3ccccc3c2n1
7 | C=CCOc1ccc(/C(O)=C2\C(=O)C(=O)N(CCCOC)C2c2ccncc2)cc1 (stereo unspecified)
11 | N#CC(C(=O)NCc1ccccc1)c1nc2ccccc2nc1N1CCCC1 (stereo unspecified)
5 | CC(=O)c1ccc(N2CCN(C(=O)c3cc(-c4ccc5c(c4)OCO5)nc4ccccc34)CC2)cc1
8 | COc1ccc(-n2nc3cc(C)c(NC(=O)c4cccnc4)cc3n2)cc1
8 | Cc1ccnc(NC(=O)c2cc(S(=O)(=O)N3CCCCC3)ccc2Cl)c1
0 | CCOC(=O)c1sc(C)c2c1NC1(CCCCC1)NC2=O
7 | COC(=O)c1[nH]c2cccc(OC)c2c1NC(=O)CN1CCOCC1
0 | COc1ccc2[nH]c(=O)c(CN(C)C(=O)c3ccncc3)cc2c1
8 | COc1ccc2cc3c(N)c(C(=O)NCc4ccco4)sc3nc2c1
5 | O=C1CCCC/C1=C\Nc1ccccc1C(=O)O

Molecules listed so far containing a CF3 group:
MMP13 inhibition | SMILES
8 | COc1ccccc1-c1cc(C(F)(F)F)nc(S(=O)(=O)CCCC(=O)Nc2cc(C)on2)n1
2 | COc1ccc(-c2cc(C(F)(F)F)nc(SCC(=O)Nc3cc(C)on3)n2)cc1
11 | O=C(NCc1ccco1)c1cnn2c(C(F)(F)F)cc(-c3cccs3)nc12
8 | COC(=O)c1ccc(CSc2nc(C(F)(F)F)c3c(c2C#N)CCC3)o1

The results go on:
MMP13 inhibition | SMILES
5 | COc1ccccc1Nc1nc(-c2cccs2)cs1
5 | Cc1cc(N2CCN(c3ccccc3)CC2)n2c(n1)nc1ccccc12
4 | CCOC(=O)Cc1cc(=O)n2[nH]c(C)c(-c3ccccc3)c2n1
-7 | COCCCNC(=O)c1c(N)n(-c2ccc3c(c2)OCO3)c2nc3ccccc3nc12
1 | COc1ccc(-c2nn3c(-c4ccccn4)nnc3s2)cc1OC
-4 | N#CC1=C(O)C(c2ccccc2)n2c1nc(=O)c1ccccc12 (stereo unspecified)
-1 | CCOc1cc(C2C(C(=O)OC)=CN(C3CCCC3)C=C2C(=O)OC)cc(Br)c1O
0 | CCCCOc1ccccc1C1C(C(=O)OC)=CN(CC)C=C1C(=O)OC
3 | COc1ccc(C(=O)CCC(=O)N2CCN(c3ccc(N4CCOCC4)nn3)CC2)cc1
0 | N#Cc1nc(-c2ccccc2F)oc1NCCN1CCOCC1
2 | O=c1c2[nH]c3ccc(F)cc3c2ncn1CCCN1CCOCC1
-12 | Cc1nc2ccccc2cc1O
4 | O=C(O)CCc1ccc(-c2ccccc2)n1CC(=O)O
-1 | N#Cc1nc(-c2ccc(OCc3ccccc3)cc2)oc1NCCCN1CCOCC1
7 | CCOc1cccc2cc(-c3nnc(NCc4ccco4)s3)c(=O)oc12
-35 | NC(=O)c1cc2ccc(O)cc2oc1=NCc1ccccc1
3 | CNc1csc(C)c(C)c1=O
3 | CC1CCN(c2oc(Cc3cccc4ccccc34)nc2C#N)CC1
1 | COC(=O)C1Cc2c([nH]c3ccccc23)CN1 (stereo unspecified)
2 | O=C1Nc2ccc(S(=O)(=O)N3CCCC3)c3ccc(S(=O)(=O)N4CCCC4)c1c23
0 | c1ccc(-c2noc(-c3ccc4ccccc4c3)n2)nc1
3 | Cn1c(=O)n(C)c2cc(/C=N/n3cnnc3)ccc21
0 | CCOC(=O)Cn1c(C(C)=O)nc2ccccc21
0 | COC(=O)CNC(=O)COC(=O)c1cc(Cl)cc(Cl)c1N
-25 | Brc1ccc(-c2cn3cccnc3n2)cc1
-6 | COCCn1cc(C(=O)N2CCC(C)CC2)c2c3ccccc3n(C)c2c1=O
5 | CCOC(=O)C1CCN(c2nc3cc(OC)ccc3cc2C#N)CC1
86* | CCOC(=O)CSc1nc(-c2ccc3c(c2)OCO3)ccc1C#N
6 | COc1ccccc1C(=O)NCCN1CCN(C(=O)c2ccccc2OC)CC1
-25 | COCCn1c(N)c(C(=O)OCc2ccccc2)c2nc3ccccc3nc21

Look-ups from the results shown:
MMP13 inhibition, `Cc1nc2ccccc2cc1O` reads -12
MMP13 inhibition, `COc1ccccc1Nc1nc(-c2cccs2)cs1` reads 5
MMP13 inhibition, `COCCn1cc(C(=O)N2CCC(C)CC2)c2c3ccccc3n(C)c2c1=O` reads -6
MMP13 inhibition, `Cn1c(=O)n(C)c2cc(/C=N/n3cnnc3)ccc21` reads 3
MMP13 inhibition, `N#CC1=C(O)C(c2ccccc2)n2c1nc(=O)c1ccccc12` (stereo unspecified) reads -4
MMP13 inhibition, `COCCn1c(N)c(C(=O)OCc2ccccc2)c2nc3ccccc3nc21` reads -25
MMP13 inhibition, `c1ccc(-c2noc(-c3ccc4ccccc4c3)n2)nc1` reads 0
MMP13 inhibition, `O=c1c2[nH]c3ccc(F)cc3c2ncn1CCCN1CCOCC1` reads 2

Further records
MMP13 inhibition | SMILES
1 | CCNC(=O)N1c2ccc(OC)cc2C(C)=CC1(C)C
11 | CCOC(=O)c1[nH]c2cc3c(cc2c1NC(=O)CN1CCCCC1C)OCO3 (stereo unspecified)
2 | CCCOc1ccc2oc(=O)c3c(c2c1)CCCN3C(=O)CN(C)Cc1ccccc1
7 | Cc1ccc(O)c(-c2cc3ccccc3[nH]2)c1
2 | CCCCc1c(O)c2ccccc2[nH]c1=O
1 | O=C(c1ccco1)c1cn(CC(=O)N2CCCc3ccccc32)c2ccccc12
16 | COC(=O)CC(=O)CSc1nc2c(cc1C#N)CCCCC2
1 | C=CCn1c(-c2ccoc2)n[nH]c1=S
6 | CCOc1ccc(-n2nnnc2SCC(=O)c2ccccc2)cc1
-4 | O=C(NCCN1CCOCC1)c1ccc(=O)oc1
0 | CCOC(=O)c1cc(=O)n2[nH]c(-c3ccc(C)cc3)cc2n1
0 | CCN1CCCC1CNc1ncnc2c1[nH]c1ccc(Cl)cc12 (stereo unspecified)
-1 | CN1C(=O)c2ccc(NC(=O)C3CCCCC3)cc2C1=O
2 | COc1ccc2[nH]c(C(=O)O)c(CCC(=O)O)c2c1
4 | COCc1cc(=O)n2c([nH]c3ccccc32)c1C#N
2 | COC(=O)C1=CN(C2CC2)C=C(C(=O)OC)C1c1ccccc1OC
7 | COc1ccc(-c2nnc(NC(=O)c3ccc(S(=O)(=O)N4CCc5ccccc5C4)cc3)o2)cc1
2 | C=CCn1c(N)c(C(=O)OCCC)c2nc3ccccc3nc21
3 | N#CC1=C(N)N(c2ccccc2)C(c2ccccc2)C1(C#N)C#N (stereo unspecified)
3 | COc1ccc(-c2nc(C#N)c(NC(C)c3ccccc3)o2)cc1OC (stereo unspecified)
4 | O=C(CSc1ncccc1-c1nc2ccccc2[nH]1)N1CCN(c2ccccc2F)CC1
-3 | COc1ccccc1N1CCN(CC(O)COc2ccc3c(C)cc(=O)oc3c2)CC1 (stereo unspecified)
-9 | COc1ccc2c(c1)c1ncnc(N3CCN(Cc4ccc5c(c4)OCO5)CC3)c1n2C
9 | COc1ccc(S(=O)(=O)c2c(N)n(Cc3ccco3)c3nc4ccccc4nc23)cc1
4 | CC(=O)Nc1ccc(S(=O)(=O)c2c(N)n(CCN3CCOCC3)c3nc4ccccc4nc23)cc1
3 | O=C(O)c1[nH]nc2c1COc1ccccc1-2
6 | Cc1cc(NC(=O)CSc2nnnn2C2CCCC2)no1
-8 | CCNc1nnc(-c2ccccc2OC)s1
2 | CCn1cnc2c1c(=O)n(Cc1nnc3n1-c1ccccc1SC3)c(=O)n2Cc1ccccc1
1 | CCOC(=O)c1[nH]c2ccc(OC)cc2c1NC(=O)CN1CCC2(CC1)OCCO2

Ten entries picked at random from those above, as already listed:
MMP13 inhibition | SMILES
2 | CCCCc1c(O)c2ccccc2[nH]c1=O
4 | CC(=O)Nc1ccc(S(=O)(=O)c2c(N)n(CCN3CCOCC3)c3nc4ccccc4nc23)cc1
2 | CCn1cnc2c1c(=O)n(Cc1nnc3n1-c1ccccc1SC3)c(=O)n2Cc1ccccc1
0 | CCN1CCCC1CNc1ncnc2c1[nH]c1ccc(Cl)cc12 (stereo unspecified)
-4 | O=C(NCCN1CCOCC1)c1ccc(=O)oc1
3 | O=C(O)c1[nH]nc2c1COc1ccccc1-2
11 | CCOC(=O)c1[nH]c2cc3c(cc2c1NC(=O)CN1CCCCC1C)OCO3 (stereo unspecified)
4 | O=C(CSc1ncccc1-c1nc2ccccc2[nH]1)N1CCN(c2ccccc2F)CC1
2 | COC(=O)C1=CN(C2CC2)C=C(C(=O)OC)C1c1ccccc1OC
6 | Cc1cc(NC(=O)CSc2nnnn2C2CCCC2)no1

More results.
MMP13 inhibition | SMILES
-7 | Fc1ccc(-c2cc3nc(-c4ccccc4)cc(N4CCN(CCN5CCOCC5)CC4)n3n2)cc1
-1 | CCC(c1nc2ccccc2c(=O)n1CCCn1ccnc1)N1C(=O)c2ccccc2C1=O (stereo unspecified)
-1 | N#Cc1cc(C(=O)c2cc(Cl)ccc2O)cn(CC2CCCO2)c1=O (stereo unspecified)
-6 | O=C(Cc1ccc(Cl)cc1)Nc1ccc(-c2nnc(-c3ccco3)o2)cc1
3 | Cc1cc(C)n(-c2nc(C)nc3c2cnn3-c2ccccc2)n1
2 | COc1cc2c(OC)cccc2cc1C(=O)O
11 | CCN(CC)c1ccc2c(c1)oc(=O)c1c(Cl)cc(=O)oc12
3 | Cc1cc(C)c(C)c(S(=O)(=O)NCC(=O)N2CCCC2)c1C
-1 | CN(C)CCNC(=O)c1ccc2c(c1)N(Cc1ccc(F)cc1)CCS2
5 | CN1CCN(CCCNC(=O)C2CCN(c3nnc(-n4cccc4)s3)CC2)CC1
